Source: PubChem (National Center for Advancing Translational Sciences (NCATS))
LDHA inh: blocks human lactate dehydrogenase A. 480,000 compounds, 0.15% hits. P00338. AID 1347041. purified LDHA, NADH/diaphorase-resazurin fluorescence; active compounds read low. activity change, % (values are at about 110 or 230 µM); in the data active = activity change below about -30%; inconclusive = mostly about -25% to -30%;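 also: plate controls were DMSO wells for no effect and wells without enzyme for full effect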
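Enzyme activity of human lactate dehydrogenase 5 (2 nM; 0.06 mM NADH, 0.2 mM pyruvate, 5 min, RT) is measured via a resazurin/diaphorase fluorescence readout of residual NADH.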
RGS4 inhibitor: human RGS4 inhibition | Transcreener GDP fluorescence polarization, RGS4-accelerated GTP hydrolysis | Potency, µM (series often up to 114 µM), without a hit: at the top dose activity change, negative = inhibition, actives largely listed as inhibitors | 390,000 compounds, 0.039% hits; also: potency is read from the fitted curve at half-maximal effect; % is scaled to controls: 0 for no effect and ±100 for the full control effect; nearly all actives have a fitted effect of over 75% in size; some results filed as inactive show a strong effect at the top dose
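MLSMR compounds (23 nl, pin-transferred) preincubated 10 min at room temperature with a 500nM (2x) first reagent, then RGS4 at 900nM (2x) plus Transcreener GDP mix added; fluorescence polarization (620/688 nm) read before and after 90 min at 30 °C.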
Anesthetic bind: candidate novel general anesthetic via apoferritin binding. apoferritin/1-aminoanthracene competitive binding, fluorescence. 350,000 compounds, 0.074% hits. Potency, µM (series often up to 77.5 µM), for the others: at the highest dose activity change, negative = displacement, actives largely listed as inhibitors. AID 485281; also: potency is read from the fitted curve at half-maximal effect; % is scaled to controls: 0 for no effect and ±100 for the full control effect; nearly all actives have a fitted effect of over 20% in size
Target sequence (P02791 2-175 limits assumed): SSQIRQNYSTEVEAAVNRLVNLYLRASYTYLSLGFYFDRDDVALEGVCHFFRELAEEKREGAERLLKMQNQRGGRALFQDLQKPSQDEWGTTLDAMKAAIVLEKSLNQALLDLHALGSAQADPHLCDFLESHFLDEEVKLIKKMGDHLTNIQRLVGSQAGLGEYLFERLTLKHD
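Concentration-response curves derived by four-parameter Hill fitting of normalized fluorescence, where compounds displaced 1-AMA from 10 uM horse apoferritin following a brief 10 min room-temperature incubation; propofol titration acted as positive control.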
ERG Ets-DNA blk: blocks human ERG Ets domain binding to DNA; P11308; 370,000 compounds, 0.028% hits; AID 624246; Potency, µM (doses to about 76.9 µM), for the others: at the highest dose FP activity, negative = inhibition, most hits filed as inhibitors; fluorescence polarization, His-ERG Ets domain / labelled DNA; active = well fitted inhibition curve with a large enough effect in the polarisation, with a control signal flat; inconclusive = small, poorly fitted or top-dose-only effect, or effect the other way, or a change in a side signal; inactive = no such curve, though single readings can be large or run the other way; the % refers to the polarisation;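 also: polarization taken with two DNA probes labelled with fluorescein and Texas red; potency is read from the fitted curve at half-maximal effect; % of control where 0% means no effect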
Target sequence (P11308 whole entry, looked up, the tested form may be a part): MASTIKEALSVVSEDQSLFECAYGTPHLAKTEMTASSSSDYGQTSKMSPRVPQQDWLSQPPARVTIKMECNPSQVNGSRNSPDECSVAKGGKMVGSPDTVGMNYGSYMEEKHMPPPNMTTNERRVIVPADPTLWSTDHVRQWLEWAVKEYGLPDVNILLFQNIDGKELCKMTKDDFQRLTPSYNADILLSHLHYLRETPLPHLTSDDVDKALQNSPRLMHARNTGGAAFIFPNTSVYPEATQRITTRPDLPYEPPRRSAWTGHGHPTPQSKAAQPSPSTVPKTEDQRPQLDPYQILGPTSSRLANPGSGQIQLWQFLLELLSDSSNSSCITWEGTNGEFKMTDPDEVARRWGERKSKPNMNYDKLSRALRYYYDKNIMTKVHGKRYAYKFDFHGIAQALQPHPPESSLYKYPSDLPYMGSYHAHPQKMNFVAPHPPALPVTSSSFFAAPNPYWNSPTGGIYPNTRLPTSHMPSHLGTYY
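His-tagged ERG Ets domain (1 uM in the protein solution; 300mM KCl, 50mM Tris-HCl, 1mM EDTA, 1mM DTT, pH 7.5) received compound, then a probe mix of 5 nM fluorescein-DNA and 100nM Texas-615-DNA. Fluorescence polarization was read for both dyes.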
APEX1 inh: APE1 (human) endonuclease inhibition | Potency, µM (highest dose often 65.8 µM), for the others: at the top dose activity change, negative = inhibition, usual class: inhibitors | 350,000 compounds, 0.35% hits | recombinant APE1, TAMRA/BHQ-2 abasic DNA cleavage fluorescence | P27695 | AID 2517;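 also: potency is read from the fitted curve at half-maximal effect; plate controls were vehicle for no effect and reference inhibitor for full effect; nearly all actives have a fitted effect of over 55% in size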
Target sequence (P27695 whole entry, looked up): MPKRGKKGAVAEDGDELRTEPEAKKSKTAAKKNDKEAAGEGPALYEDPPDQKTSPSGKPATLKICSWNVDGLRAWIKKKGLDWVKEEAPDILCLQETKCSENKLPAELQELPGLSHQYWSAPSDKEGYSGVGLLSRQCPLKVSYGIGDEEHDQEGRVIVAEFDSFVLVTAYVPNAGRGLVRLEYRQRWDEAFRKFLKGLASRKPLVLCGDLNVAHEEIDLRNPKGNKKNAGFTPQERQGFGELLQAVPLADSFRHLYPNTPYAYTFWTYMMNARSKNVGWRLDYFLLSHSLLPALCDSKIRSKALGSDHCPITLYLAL
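Activity was derived from the fluorescence gain between first and third kinetic reads (60 s intervals, ex 525/em 598 nm) after 50 nM THF-abasic TAMRA/BHQ-2 duplex was added to 0.75 nM APE1 preincubated 15 min with compound.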
Pol eta inh: blocks human DNA polymerase eta activity | Potency, µM (titrated, usually from 114 µM), inactives show at the highest dose activity change, negative = inhibition, usual class: inhibitors | AID 588591 | recombinant Pol eta, fluorescent DNA replication assay | 390,000 compounds, 1.2% hits; also: potency is read from the fitted curve at half-maximal effect; % is scaled to controls: 0 for no effect and ±100 for the full control effect
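Fluorescent replication assay: 50 nM final substrate added after a 15 min room-temperature compound preincubation with 10 nM enzyme. Signal taken at 0 min and again at 10 min.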
Pol kappa inh: inhibitors of human DNA polymerase kappa; Potency, µM (series often up to 107 µM), for inactives: top-dose activity, negative = inhibition, actives largely listed as inhibitors; purified Pol kappa, fluorescent DNA synthesis assay, 10 min; AID 588579; 400,000 compounds, 0.53% hits; also: potency is read from the fitted curve at half-maximal effect; % is scaled to controls: 0 for no effect and ±100 for the full control effect
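First, compounds were pin-transferred onto 10 nM Pol kappa. After 15 min at room temperature, substrate was added to 50 nM final. Fluorescence was then measured kinetically at 0 and 10 min.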
ALOX12 inh: inhibitors of human 12S-lipoxygenase ALOX12; P18054; purified 12hLO, xylenol orange hydroperoxide absorbance; Potency, µM (series often up to 108 µM), without a hit: top-dose activity change, negative = inhibition, usual class: inhibitors; 580,000 compounds, 1.1% hits; also: potency is read from the fitted curve at half-maximal effect; % is scaled to controls: 0 for no effect and ±100 for the full control effect
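Purified human 12hLO (150 nM final) in 25 mM Hepes, 0.01% Triton X-100, pH 7.0 was preincubated 15 min at room temperature with compound. Then 40 uM arachidonic acid was added, 30 min. Hydroperoxide was read by Fe-XO absorbance ratio 573/405 nm.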
POLB inh: DNA polymerase beta (human) inhibition. Potency, µM (doses to about 114 µM), inactives show at the highest dose activity change, negative = inhibition, hits mostly inhibitors. P06746. AID 485314. 340,000 compounds, 1.3% hits. Pol beta primer extension/strand displacement, fluorescence kinetic; also: potency is read from the fitted curve at half-maximal effect; % is scaled to controls: 0 for no effect and ±100 for the full control effect
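Enzyme-only controls used 10 nM Pol beta; buffer lacking enzyme served as negative control. Compound preincubated 15 min, then 50 nM substrate added; 0 and 10 min reads at room temperature.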
Active calls of the source: *; i = inactive; ? = inconclusive; · = no result given; & = joins results of further samples; [ ] = another dose, or the depositor's remark. Unless noted, calls follow the shape of the dose curve; as a rule, active = well fitted curve in the direction sought with a large enough effect; inconclusive = small, poorly fitted or top-dose-only effect, or another doubt; inactive = no such curve, though single readings can be large; an effect the other way counts as inactive or inconclusive. A portion of the library; count on the stated rates, not on these rows.

SMILES	LDHA inh	RGS4 inhibitor	Anesthetic bind	ERG Ets-DNA blk	APEX1 inh	Pol eta inh	Pol kappa inh	ALOX12 inh	POLB inh
CCC(=O)N1CCc2cc(S(=O)(=O)NCCC(=O)NCc3ccc(OC)cc3)ccc21	-8	3%	-5%	10%	·	-15%	-23%	5%	-1%
Cc1cccc(NC(NC(=O)Cc2ccccc2)C(Cl)(Cl)Cl)c1 (centres undefined)	-3	-35%	-22%	6%	6%	-20%	3%	2%	-1%
COc1ccc(NC(=O)C2CCCN(S(=O)(=O)c3ccc4c(c3)CCCN4C(C)=O)C2)cc1 (centres undefined)	-2&-1	7%[11.4 µM]	5%&46%	3%&5%	-12%	19%&-2%	-16%	20%&-9%	4%&-2%
CS(=O)(=O)c1ccc2nc(NC(=O)CCNC(=O)c3ccccc3Cl)sc2c1	-6	-2%	·	-1%	8%	-2%	1%	-4%	·
CCC(=O)Nc1ccc(Cl)c(NC(=O)c2ccc([N+](=O)[O-])cc2)c1	1	-36%[11.4 µM]	4%	-8%	0%	1%	6%[60.1 µM]	-8%	11%
C=CCn1c(SCC(=O)NNC(=O)Nc2ccc(C)cc2)nnc1-c1ccccc1	-7	2%	2%	8%	-6%	-6%	8%	0%	-8%
O=C(O)c1ccc(NC(=S)NC(=O)c2ccc3ccccc3c2)cc1	-10	-40%	-4%	-5%	?	19%	-14%	?	41%
CC(C)Cc1nc(N2CCC(C(N)=O)CC2)c2nnn(Cc3ccccc3)c2n1	-2	-8%	-10%	9%	14%	3%	-5%	19%	6%
O=C(COc1ccccc1Cl)NNC(=O)c1ccc(-n2cncn2)c([N+](=O)[O-])c1	-5	-6%	·	-10%	7%	-2%	-4%	22%	·
CCOC(=O)c1sc2nc(NC(=O)COc3ccccc3)sc2c1C	0	-9%	-6%	12%	-13%	-3%	17%	13%	-20%
Cn1cnc([N+](=O)[O-])c1C(=O)Nc1cccc([N+](=O)[O-])c1	0	-25%	2%	6%	?	2%	12%	3%	-1%
CCOC(=O)N1CCN(c2c(-c3ccc(C(C)C)cc3)c(=O)c2=O)CC1	-5	45%	?	-11%	-5%	0%	-17%	0%	0%
O=C1C2CCCN2C(c2cccc(Br)c2)N1c1ccc(F)cc1 (centres undefined)	3	14%	-13%	15%	-2%	-4%	-18%	119%	26%
COC(=O)/C(C#N)=C/c1c(N2CCN(Cc3ccc4c(c3)OCO4)CC2)nc2c(C)cccn2c1=O	-12	4%	-7%	0%	-5%	-2%	-3%	12%	-3%
Fc1ccc(/C=N/N2CCN(Cc3ccccc3)CC2)cc1	3	-11%	-10%	-7%	-10%	-4%	3%	?	-22%
CCCNC(=O)C1CCN(c2ncnc3c2nc2n3CCCCC2)CC1	-3	-11%	-11%	-12%	·	9%	1%	-15%	32%
COc1ccc(NC(=S)NC(NC(=O)c2ccc(Cl)cc2Cl)C(Cl)(Cl)Cl)c([N+](=O)[O-])c1 (centres undefined)	3	0%	?	·	19%	4%	-6%	?	-3%
O=C(c1cc(S(=O)(=O)N2CCOCC2)ccc1Cl)N1CCc2ccccc2C1	-6	1%	-22%	0%	3%	-14%	-10%	6%	85%
CC(=O)Nc1ccc(S(=O)(=O)Nc2ccc(S(=O)(=O)Nc3nc(C)cc(C)n3)cc2)cc1	-13	8%	2%	2%	15%	5%	-2%	5%	3%
CCCc1nn2c(=O)cc(COC(=O)c3ccc(NC(=O)COc4ccccc4F)cc3)nc2s1	-1	-1%	-6%	2%	·	-17%	4%[60.1 µM]	-14%	12%
COc1ccc(NC(=O)CSc2cn(CC(=O)N3CCCCC3)c3ccccc23)c(OC)c1	8	4%	-18%	-2%	·	-14%	1%	?	26%
CCC(=O)c1ccc(OC(=O)c2ccc(Br)o2)cc1	-8	29%	·	13%	·	-15%	-3%	0%	·
COc1ccc(/C=N/NC(=O)Nc2nonc2N)cc1	-13	16%	-8%	-7%	-2%	-16%	-6%	0%	1%
CCCCC/C=C\C[C@H](O)/C=C/C=C\C/C=C\CCCC(=O)O	·	i	4%	·	1%&-5%	·	-2%[19.4 µM]	·	·
O=C1N(Cc2cccnc2)C[C@@H]2C[C@@H](c3ccc4nonc4c3)N3CCC[C@@]123	-1	1%	-7%	7%	-1%	-6%	3%	-10%	47%
(next part)
SMILES	LDHA inh	RGS4 inhibitor	Anesthetic bind	ERG Ets-DNA blk	APEX1 inh	Pol eta inh	Pol kappa inh	ALOX12 inh	POLB inh
Cc1ccccc1NC(=O)c1cc2c(=O)n3cccc(C)c3nc2s1	-1	-15%	3%	0%	42%[activator]	-9%	-8%	-25%	26%
OC(CNCCN1CCNCC1)Cc1ccccc1 (centres undefined)	-10	10%	·	1%	·	8%	-7%	6%	·
O=C(COCc1cc(-c2cccs2)on1)NCc1ccc(Cl)cc1	-15	-22%	-13%	4%	·	0%	-22%	-17%	-12%
CCOC(=O)c1c(N)sc2c1CCSC2	-8	-5%	-18%	-3%	29%	-5%	-4%	38%	-1%
CCOC(=O)C1(CCCc2ccccc2)CCN(C(=O)C2=C(C)OCCO2)CC1	5	-8%	-10%	15%	-1%	-19%	1%	-2%	-1%
CC(=O)Nn1cnc2c(c1=O)C1(CCCC1)Cc1ccccc1-2	-1	0%	-9%	11%	?	3%	-9%	0%	6%
O=c1nc2sc3ccccc3n2c(=O)n1-c1cccc(Cl)c1	-2	2%	-4%	0%	12%	1%	-10%	·	1%
CC1(c2ccccc2)CC(C)(C)N(C(=O)c2cc([N+](=O)[O-])cc([N+](=O)[O-])c2)c2ccccc21 (centres undefined)	0	8%	-9%	3%	4%	-16%	-7%	4%	9%
COc1ccccc1-c1nc(SCC(=O)Nc2ccccc2)n[nH]1	-9	10%	-8%	-1%	-2%	-6%	-17%	2%	51%
C=CCN1C(=O)c2ccc(C(=O)N(C)CC(=O)Nc3c(C)cccc3C)cc2C1=O	-6	18%	·	6%	2%	-7%	-4%	?	·
O=C(Nc1nnc(-c2ccccc2Cl)s1)C1CCN(S(=O)(=O)c2ccc(Cl)cc2)CC1	0	-25%	2%	13%	-2%	-16%	6%	1%	14%
COc1ccc(NC(=O)c2ccc(=O)oc2)cc1	3	7%	-14%	·	0%	6%	-4%	?	9%
CCOC(=O)NC(c1cccc(Cl)c1)C1CCCCCC1=O (centres undefined)	0	27%	-18%	2%	-5%	7%	2%	0%	7%
Cc1cc(C)c2c(=O)cc(C(=O)Nc3ccccc3Cl)oc2c1	-2	-4%	-20%	-4%	·	-10%	13%	-13%	13%
CC1(C)Cc2c(cnn2-c2cccc(F)c2)C(NC(=O)c2ccc(=O)[nH]n2)C1 (centres undefined)	-6	-1%	-12%	-2%	-12%	-8%	-16%	75%[activator]	3%
Cc1cccc(-c2nn(C(=S)Nc3ccccc3)cc2-c2ccnc3ccccc23)n1	·	·	-4%	·	-3%	·	14%[60.1 µM]	8%[57.4 µM]	·
CCC(CC)C(=O)Nc1cccc(S(=O)(=O)c2cccc(NC(=O)C(CC)CC)c2)c1	0	4%	-22%	-2%	5%	-3%	-11%	-16%	-3%
COc1ccc(C(C(=O)NC2CCCC2)N(C(=O)c2snc(C(N)=O)c2N)C2CCCC2)cc1OC (centres undefined)	-4	-7%	-15%	9%	12%	-6%	-8%	-1%	12%
Nc1ccc2c(c1)C(=O)c1cc(N)c(Cl)cc1-2	-2	-8%	·	7%	·	-19%	-7%	-9%	·
CC(=O)Nc1ccc(C(=O)n2cnc3cc(C)c(C)cc32)cc1	-5	16%	-9%	-6%	8%	-8%	0%	0%	9%
CN1CCN(C(=O)CN2C(=O)CC(C)(C)S(=O)(=O)c3ccccc32)CC1	-2	17%	0%	·	4%	-3%	-3%	3%	18%
COc1ccc(NC(=O)CSc2nnc3n2CCCCC3)cc1S(=O)(=O)N1CCOCC1	2	13%	·	-9%	8%	6%	-12%	355%[activator]	·
CCC(=O)Nc1ccc(NC(=O)c2oc3ccccc3c2C)cc1	-9	-1%	43%[activator]	8%	22%	-2%	-16%	-6%	14%
COc1cccc(NC(=O)CCNS(=O)(=O)c2ccc3c(c2)oc(=O)n3C)c1	-1&-2	28%&0%	-1%&-2%	7%&0%	-2%	2%&-23%	-15%&3%	14%&4%	83%&-1%
CCN(CC)CCCC(C)Nc1c2ccc(Cl)cc2nc2ccc(OC)cc12 (centres undefined)	11	21µM*	140%&110%[activator]	·	28µM*	?	8.9µM*	0%	16µM*
(listing goes on)
SMILES	LDHA inh	RGS4 inhibitor	Anesthetic bind	ERG Ets-DNA blk	APEX1 inh	Pol eta inh	Pol kappa inh	ALOX12 inh	POLB inh
Cc1noc(C)c1CSCC(=O)Nc1nc2ccccc2s1	1	14%	-13%	15%	-2%	-22%	-2%	?	-10%
CCc1ccccc1NC(=S)N(CCN1CCOCC1)Cc1ccccc1F	2	-23%	-12%	-10%	1%	-13%	2%	4%	-13%
N#Cc1ccccc1OCC(=O)N(Cc1nnc(-c2ccccc2Cl)o1)C1CC1	-1	-17%	·	9%	2%	?	-6%	10%	·
O=C1CN(C(=O)CNC(=O)c2cccc(Cl)c2)c2ccccc2N1	-4	-25%	-8%	9%	15%	-3%	-13%	1%	2%
CCOC(=O)c1c(-c2ccc(C)cc2)csc1NC(=O)c1ccc(C(C)(C)C)cc1	-13	17%	53%[activator]	1%	·	-6%	-7%	-1%	76%
Cc1ccc(SCC(=O)OC(C)C(=O)NCc2ccccc2)cc1 (centres undefined)	0	-7%	·	1%	48%[activator]	-14%	-4%	-10%	·
